Compound activity: PubChem BioAssay, ICCB-Longwood Screening Facility, Harvard Medical School
PV pol inh: inhibitors of poliovirus RNA polymerase binding and polymerization; P03300; poliovirus polymerase elongation, fluorescence polarization; stronger effect = lower value; % elongation, % (compound at 16.7 µg/mL); hit rate 0.66% among 150,000; AID 588519; in the data active = % elongation below about 90%; also: some results filed as inactive read as strong as hits
Target sequence (P03300 1749-2209 limits assumed): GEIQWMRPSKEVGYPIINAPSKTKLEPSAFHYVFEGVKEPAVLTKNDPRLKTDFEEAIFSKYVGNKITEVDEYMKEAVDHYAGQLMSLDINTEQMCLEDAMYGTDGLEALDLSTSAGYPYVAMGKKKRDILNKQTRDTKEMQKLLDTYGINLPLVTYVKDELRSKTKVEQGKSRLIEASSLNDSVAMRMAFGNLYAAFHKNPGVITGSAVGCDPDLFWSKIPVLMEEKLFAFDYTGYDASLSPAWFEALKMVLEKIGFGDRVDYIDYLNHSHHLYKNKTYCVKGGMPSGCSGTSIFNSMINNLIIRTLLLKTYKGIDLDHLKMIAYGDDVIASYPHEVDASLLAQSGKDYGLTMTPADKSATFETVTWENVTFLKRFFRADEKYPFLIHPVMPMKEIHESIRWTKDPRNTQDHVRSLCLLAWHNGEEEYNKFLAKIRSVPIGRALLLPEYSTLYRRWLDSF
PV pol inh FP z-score: recorded beside PV pol inh, whose call it bears; z-score; measured here: FP z-score; hits read low
* hit, by the source's call; & = joins results of further samples. Only part of the results is shown (hit frequency here may not be typical).

SMILES	PV pol inh	PV pol inh FP z-score
CS(=O)(=O)c1ccc2nc(NC(=O)CN3C(=O)c4ccccc4C3=O)sc2c1	100	-0.2
O=C1c2oc3ccccc3c(=O)c2C(c2ccc(F)cc2)N1c1ccccn1 (configuration not stated)	102	0.5
CCCC(C#CCN1CCCCC1)OC(C)=O (configuration not stated)	102	0
Cn1nccc1Nc1ccc(OC(=O)c2ccnn2C)cc1	102	0
COc1ccc(C(CC(=O)c2ccco2)Sc2cccc3cccnc23)cc1OC (configuration not stated)	101	0
COc1cc(NS(=O)(=O)c2cc(Br)cc3c2N(C(C)=O)C(C)C3)cc(OC)c1 (configuration not stated)	100	-0.6
C=CCn1c(C)c(C(=O)OC)sc1=Nc1ccccc1	103	0.2
CC(C)CCNC(=O)c1c[nH]c2ccc(S(=O)(=O)N3CCc4ccccc43)cc2c1=O	101	-0.7
Cc1cccc(C(C)C)c1NC(=O)COC(=O)c1cccnc1Cl	102	0.1
Cc1cc2nc(-n3nnc4ccccc43)c3ccccc3n2n1	100	-0.1
CCN1CCN(Cc2c(O)ccc3cc(-c4ccc(OC)cc4)c(=O)oc23)CC1	105	-0.5
C=CCn1c(SC(C#N)Cc2ccc(C)cc2)nnc1C1COc2ccccc2O1 (configuration not stated)	103	0
CCOC(=O)C1CCN(C(=O)COc2ccccc2)CC1	100	-0.7
Cc1c2cnn(CC(=O)O)c(=O)c2c(C)n1Cc1cccc(Cl)c1	110	1.1
O=C(CSc1nc2scc(-c3cccs3)c2c(=O)n1-c1ccccc1)NCc1ccco1	106	0.3
NC(=O)c1ccc(NC(=O)c2cc3c(s2)CCC3)cc1	103	0.4
CNC(=S)NNc1cc(C)c2c(C)nn(C)c2n1	99	-0.8
CCOC(=O)c1cccc(NC(=O)C(CC(C)C)N2Cc3ccccc3C2=O)c1 (configuration not stated)	106	-0.4
COc1ccc(Nc2cc(C)c3cc(NC(=O)Cc4ccc(Cl)cc4)ccc3n2)cc1	108	0.5
O=C1OC(c2ccccc2)C(O)(c2ccccc2)C12CCCCC2 (configuration not stated)	103	0.3
O=C(O)C1Cc2ccccc2CN1C(=O)CSc1nnc2ccccn12 (configuration not stated)	98	-0.7
CC(=O)Nc1nc(CSc2nnnn2-c2ccc(Cl)cc2)cs1	100	-0.3
Cc1c(C(=O)N(CC(F)(F)F)C(C)C2CC2)oc2c(F)cccc12 (configuration not stated)	109	0.8
Cc1ccc(C)c(Cn2c(SCC(=O)N(C)Cc3ccccc3)nc3ccccc32)c1	111	0.9
O=C(CCn1c(=O)c2ccccc2n(CC(=O)Nc2ccc(F)cc2)c1=O)NCCc1ccccc1	115	1.7
CCn1nc(C(=O)N2CCCSC2=Nc2ccccc2)c2ccccc2c1=O	104	-0.3
S=c1n(CN2CCCCC2)nc2n1CCCCC2	95	-0.7
c1ccc(C2Oc3ccccc3C3Oc4ccccc4CC23)cc1 (configuration not stated)	103	0
COC(=O)c1ccc(NC(=O)COC(=O)C2=NN(c3ccccc3)C(=O)CC2)cc1	108	0.7
C=CCNC(=O)c1ccc2c(c1)N(Cc1cccc(Cl)c1)C(=O)c1ccccc1S2	98	-2.5
COc1ccccc1N1C(=O)CCC1(C#N)c1ccc(OCc2ccccc2)cc1 (configuration not stated)	101	0
CC(C)OCCCn1c(SCc2ccccc2Cl)nc2c(sc3ccccc32)c1=O	111	0.8
Cc1[nH]c2ccc(C(=O)OC3CCOC3=O)cc2c1C (configuration not stated)	97	-0.5
Cc1ccc(C)c(NC(=O)c2ccc(-n3cnnc3)cc2)c1	103	0.3
COc1ccc(S(=O)(=O)NCCC(=O)NC2CCCCC2)cc1	96	-2.3
O=c1[nH]cc(NCc2ccco2)c(=O)[nH]1	100	-0.3
C#CCOC1(C)COC(C)(OCC#C)CO1 (configuration not stated)	104	0.3
O=C1COc2cc(S(=O)(=O)CCC(=O)NC3CCCCC3)c(Cl)cc2N1	99	-1.5
CC1CCCCN1S(=O)(=O)c1ccc(NC(=O)/C=C/c2ccco2)cc1 (configuration not stated)	105	1.1
Cc1cc(/C=C2/SC(=O)N(c3ccccc3)C2=O)c(C)n1-c1cccnc1	102	0.2
CNS(=O)(=O)c1ccc(Br)cc1I	102	-0.3
Cc1c(O)c(CN2CCC(C)CC2)cc2c(-c3ccccc3)cc(=O)oc12	110	0.5
Cc1cc2c(cc1S(=O)(=O)N(C)Cc1ccccc1)n(C)c(=O)c(=O)n2C	103	0.1
COc1cccc(NC(=O)c2oc3ccc(S(=O)(=O)N4CC(C)CC(C)C4)cc3c2C)c1 (configuration not stated)	100	-0.6
Cc1onc(-c2ccccc2)c1C(=O)C(C#N)c1nc(-c2ccc(F)cc2)cs1 (configuration not stated)	126	2.6
CCCCN(Cc1cc2ccccc2[nH]c1=O)S(C)(=O)=O	106	1.6
N#CSCC(=O)c1ccc(Br)cc1	100	-0.5
CNS(=O)(=O)c1ccc(NC(=O)CCC(=O)c2ccc(C)cc2)cc1	94	-1.6
CN(C)c1ccc(-c2noc(C3CC(=O)N(c4ccc5c(c4)OCCO5)C3)n2)cc1 (configuration not stated)	94	-3
O=C(NCCCN1CCCC1)c1cc2ccc3cccnc3c2[nH]1	100	-0.4
Cc1cc(C)c(S(=O)(=O)NCCc2sc3nc(-c4ccc(F)cc4)nn3c2C)c(C)c1	111	1.1
CCc1ccc(N(CC(=O)N2CCCCC2)S(C)(=O)=O)cc1	102	0.2
O=C(c1ccc(Cn2c(=O)c3cccn3c3cccnc32)cc1)N1CCCC1	99	-1.3
OCc1nnc2n1N=C(c1ccc(Cl)cc1)CS2	103	1.7
Cc1cn(C)c(CC(=O)NCc2ccc(F)cc2)c1C(=O)O	110	0.6
COc1cccc(OC)c1CO	101	0
COC(=O)C(O)(c1ccc(N)c(OC)c1)C(F)(F)F (configuration not stated)	102	0.3
CCOC(=O)c1nc(C)sc1-c1ccnn1S(=O)(=O)c1ccc(C)cc1	103	0.3
Cc1nn(-c2ccccc2)c(N2CCCC2)c1/C=N/O	103	0
CCn1c2ccccc2c2nnc(NCCN3CCN(c4cc(Cl)ccc4C)CC3)nc21	101	-0.3
Next section
SMILES	PV pol inh	PV pol inh FP z-score
CC(C)(C)n1ncc2c(=O)n(CC(=O)N3CCCc4ccccc43)cnc21	98	-1.3
COc1cccc(CN(C(=O)/C=C/c2ccccc2)C2CCS(=O)(=O)C2)c1 (configuration not stated)	101	-0.8
COc1ccccc1C1=NOC(C(=O)N2CCCC2)C1 (configuration not stated)	103	0.5
CN(CC(=O)Nc1ccc2c(c1)OCO2)Cc1ccccc1	100	-0.7
COCn1c(-c2ccccc2)nc2ccccc21	98	-0.5
Cc1nn(CCCC(=O)NCc2ccc(OC(C)C)cc2)c(=O)c2c1sc1ccccc12	101	-0.5
CC(=O)N1CCN(C(=O)/C(C#N)=C/c2ccccc2)CC1	105	0.6
O=C(NCc1ccc(Cl)cc1)C1CCN(S(=O)(=O)c2ccc(F)cc2)CC1	107	0.7
CCOCCCn1c(=N)c(C(=O)NCc2cccnc2)cc2c(=O)n3cc(C)ccc3nc21	113	0.3
COCCn1c(C)cc(C(=O)Cn2cnc3c(cnn3C)c2=O)c1C	102	0.1
Cc1coc2cc3oc(=O)c(CC(=O)N4CCCCC4)c(C)c3cc12	111	0.7
Cc1c(C(c2ccc(O)cc2)c2c(O)c3ccccc3oc2=O)c(=O)n(-c2ccccc2)n1C (configuration not stated)	109	1.3
Cn1nc(-c2ccccc2F)c2cc(C(=O)NCCc3ccc(Cl)cc3)sc21	94	-1.4
Cc1cccc(CC(=O)NCc2ccc3[nH]c4c(c3c2)CCCC4)c1	101	-0.2
CCCn1c(N)cc(=O)n(C)c1=O	104	0.2
COc1ccc2c(c1)c1nc(SC)n(C)c(=O)c1n2C	103	1.7
CC(=O)Oc1cccc(-c2nc(C#N)c(N)o2)c1	103	0.1
COc1cc(C(=O)NC(Cc2ccccc2)c2nc3ccccc3[nH]2)cc(OC)c1OC (configuration not stated)	100	0
COc1ccc(Cl)cc1NC(=O)c1ncn(-c2ccccc2)n1	106	0.3
Cc1cc(Cl)c(S(=O)(=O)N(C)CC(=O)O)cc1OCC(N)=O	102	0.5
O=c1cc(Cl)nc2ccc(Cl)cn12	108	0.5
O=S(=O)(NCC(Nc1ccccc1)c1ccccc1)c1ccccc1 (configuration not stated)	102	-0.4
CCN(CCCNC(=O)c1cc2cc3cc(OC)ccc3nc2s1)c1ccccc1	117	1.3
COC(=O)c1cccc(NC(N)=O)c1	106	0.3
Fc1ccc(Cc2cn3cc(-c4ccc(Cl)cc4)nc3s2)cc1	106	0.2
Cn1cccc1CNCCN1CCOCC1	100	-0.4
C=CCc1ccc(OC(C)C(=O)NC(=O)NC)c(OC)c1 (configuration not stated)	104	0.2
CCC(C)(C)C(=O)O[C@H]1C[C@@H](C)C=C2C=C[C@H](C)[C@H](CC[C@@H]3C[C@@H](O)CC(=O)O3)[C@H]21	104&101	0.5&0.2
Cc1cccc(C(C)C)c1NC(=O)C1CCCN1S(=O)(=O)c1cccc2nsnc12 (configuration not stated)	102	-1
Cc1cccc(Cn2c(CN3CCC(C(=O)NCc4cccnc4)CC3)cc3ccccc32)c1	110	0.8

Sorted by formula weight (highest first): some entries from above.
SMILES	PV pol inh	PV pol inh FP z-score
Cc1c(C(c2ccc(O)cc2)c2c(O)c3ccccc3oc2=O)c(=O)n(-c2ccccc2)n1C (configuration not stated)	109	1.3
Cc1cccc(Cn2c(CN3CCC(C(=O)NCc4cccnc4)CC3)cc3ccccc32)c1	110	0.8
CCOCCCn1c(=N)c(C(=O)NCc2cccnc2)cc2c(=O)n3cc(C)ccc3nc21	113	0.3
Cc1cccc(C(C)C)c1NC(=O)C1CCCN1S(=O)(=O)c1cccc2nsnc12 (configuration not stated)	102	-1
COc1cc(C(=O)NC(Cc2ccccc2)c2nc3ccccc3[nH]2)cc(OC)c1OC (configuration not stated)	100	0
CCN(CCCNC(=O)c1cc2cc3cc(OC)ccc3nc2s1)c1ccccc1	117	1.3
CCC(C)(C)C(=O)O[C@H]1C[C@@H](C)C=C2C=C[C@H](C)[C@H](CC[C@@H]3C[C@@H](O)CC(=O)O3)[C@H]21	104&101	0.5&0.2
Cn1nc(-c2ccccc2F)c2cc(C(=O)NCCc3ccc(Cl)cc3)sc21	94	-1.4
O=C(NCc1ccc(Cl)cc1)C1CCN(S(=O)(=O)c2ccc(F)cc2)CC1	107	0.7
O=S(=O)(NCC(Nc1ccccc1)c1ccccc1)c1ccccc1 (configuration not stated)	102	-0.4
Cc1cc(Cl)c(S(=O)(=O)N(C)CC(=O)O)cc1OCC(N)=O	102	0.5
Fc1ccc(Cc2cn3cc(-c4ccc(Cl)cc4)nc3s2)cc1	106	0.2
Cc1coc2cc3oc(=O)c(CC(=O)N4CCCCC4)c(C)c3cc12	111	0.7
Cc1cccc(CC(=O)NCc2ccc3[nH]c4c(c3c2)CCCC4)c1	101	-0.2
COc1ccc(Cl)cc1NC(=O)c1ncn(-c2ccccc2)n1	106	0.3
C=CCc1ccc(OC(C)C(=O)NC(=O)NC)c(OC)c1 (configuration not stated)	104	0.2
Cn1cccc1CNCCN1CCOCC1	100	-0.4
O=c1cc(Cl)nc2ccc(Cl)cn12	108	0.5
COC(=O)c1cccc(NC(N)=O)c1	106	0.3
CCCn1c(N)cc(=O)n(C)c1=O	104	0.2

(list continues)
SMILES	PV pol inh	PV pol inh FP z-score
CC1CCCC(C)N1CC(O)Cn1cc(/C=N/NC(=O)c2ccncc2)c2ccccc21 (configuration not stated)	103	0.1
CC[N+](CC)(CC(=O)Nc1c(C)cccc1C)Cc1ccccc1	99	-0.5
CCCCn1cc(/C=N/NC(=O)c2cc3cc(OC)ccc3n2C)c2ccccc21	99	-0.6
CNS(=O)(=O)c1ccc2c(c1)oc(=O)c1cc(S(=O)(=O)NC)ccc12	101	-0.3
O=C(c1ccco1)N(Cc1nc(-c2ccccc2)no1)C1CCCCC1	103	0.4
CC1=NN(c2ccccc2)C(=S)/C1=C\N1CCCCC1	104	0.3
CC1=CC(=O)C2=C(C)CC[C@@H]3[C@H](OC(=O)[C@H]3C)[C@@H]12	98	-0.8
C[C@H](NS(=O)(=O)c1ccccc1)C(=O)Nc1ccc(S(=O)(=O)N2CCCC2)cc1	106	0.4
CN(NS(=O)(=O)c1ccc(C(F)(F)F)cc1)c1cnn(C)c(=O)c1Cl	100	-0.2
O=C(COC(=O)c1ccccc1)Nc1ccc2c(c1)OCO2	102	0.2
CC(C)N(C(=O)N1CCC(c2ccccc2F)CC1)C(C)C	104	0.9
COCC(=O)Nc1cccc(C(F)(F)F)c1	101	0.2
O=C(CN1C(=O)C2C3C=CC(C3)C2C1=O)N1CCSC1=NCCc1ccccc1 (configuration not stated)	100	-0.3
COc1ccc(C2=NS(=O)(=O)N(C)C(C(=O)N3C(C)CCCC3C)=C2)cc1 (configuration not stated)	100	-1
CCc1cc(C(N)=S)ccn1	102&100	0.3&-0.1
CCCc1cc(=O)oc2cc(C)cc(OC(=O)c3ccco3)c12	99	-0.3
COC(=O)c1cc2oc(C)cc2n1CC(=O)c1ccccc1	102	-0.4
Cc1ccc2onc(CNC(=O)N3CCN(c4cccc(C)c4C)CC3)c2c1	107	0.1
CCOC(=O)c1c(C)oc2ncnc(Nc3ccc(OC)cc3OC)c12	110	0.6
O=C(/C=C/c1ccccc1)Nc1ccc(O)cc1	100	-0.1
Cc1ccc(C(c2sc3nc(-c4ccco4)nn3c2O)N2CCOCC2)cc1 (configuration not stated)	113	1.3
COc1ccc(C)cc1NS(=O)(=O)c1ccc2c3c(cccc13)C(=O)N2	105	0.2
CCn1c(Cc2ccccc2)nnc1SCC(=O)c1ccc2c(c1)OCO2	98	-0.3
CCOc1cccc(CC(=O)N2CCc3c([nH]c4ccccc34)C2c2ccc(F)cc2)c1OCC (configuration not stated)	102	-1.1
CCc1ccc(-n2c(=O)c3c(C)c(C(=O)N(C)C)sc3n(Cc3ccccc3C#N)c2=O)cc1	104	-0.4

Some of these compounds in order of count of non-hydrogen atoms, smallest number first.
SMILES	PV pol inh	PV pol inh FP z-score
COC(=O)c1cc2oc(C)cc2n1CC(=O)c1ccccc1	102	-0.4
CCn1c(Cc2ccccc2)nnc1SCC(=O)c1ccc2c(c1)OCO2	98	-0.3
Cc1ccc(C(c2sc3nc(-c4ccco4)nn3c2O)N2CCOCC2)cc1 (configuration not stated)	113	1.3
